# Bioassay records (PubChem BioAssay)
# P. falciparum M17LAP: P. falciparum M17LAP inhibitors, primary screen, biochemical, fluorogenic H-Leu-NHMec substrate, 1536-well (AID 1619) | 0.38% of 220,000 active | inhibition, % at 30 µM, or IC50 in µM where a hit was titrated | recombinant M17LAP, H-Leu-NHMec fluorogenic kinetic assay; higher % means a stronger effect;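 active = compound inhibiting the enzyme by more than half at any dose during confirmatory dose-response retesting; inconclusive = strong single-dose inhibitors picked by rank but not retested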;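 also: plate controls were full reaction with DMSO carrier for no effect and no enzyme background for full effect; strong numbers were not always called active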
# RSV antiviral HEp-2: inhibition of RSV-induced cytopathic effect – HEp-2 cells, primary 10 µM value included (AID 2391) | HEp-2 cells, RSV-induced CPE inhibition; higher % means a stronger effect | CPE inhibition, % at 10 µM; hits with a dose series show IC50 in µM | 0.13% of 310,000 active; in the data active = a potency from the dose series; inconclusive = CPE inhibition mostly from about 23% at the one dose, without a potency; inactive = the rest, 99 in 100 with CPE inhibition below about 21%; also: strong numbers were not always called active
# human PMI inhibitors: human PMI inhibitors, high substrate, primary screen, biochemical, fluorescence intensity, high mannose 6-phosphate (AID 1220) | recombinant PMI enzyme, coupled fluorescence intensity; higher % means a stronger effect | one-dose inhibition, % at 20 µM; IC50 in µM for titrated hits | 0.66% of 190,000 active
# TNAP activators: stimulation of alkaline phosphatase TNAP activity – biochemical, luminescent, no phosphate acceptor, uHTS, primary screen (AID 1001). purified TNAP, luminescent activation assay, no phosphate acceptor; higher activation fold means a stronger effect. activation fold at 20 µM, or EC50 in µM where a hit was titrated. 0.03% of 200,000 active; in the data active = activation fold from about 3, or a potency from the dose series; inactive = the rest, 99 in 100 with activation fold below about 1.6; also: many of its hits are not listed in these tables
# M1AAP inhibition: malaria alanyl aminopeptidase activity blockers – biochemical, fluorogenic H-Leu-NHMec substrate, 1536-well (AID 1445); recombinant M1AAP, H-Leu-NHMec fluorogenic kinetic assay; higher % means a stronger effect; one-dose inhibition, % at 30 µM; IC50 in µM for titrated hits; 0.42% of 220,000 active;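 active = primary inhibition above the hit cutoff, then over 50% inhibition at one or more dose response concentrations, cut at about 23% in these data, passing the limit was not always enough; inconclusive = conflicting primary data, or primary hits not chosen for dose response; inactive = low primary inhibition, or under 50% at every dose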;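 also: plate controls were DMSO full reaction for no effect and no enzyme background for full effect; strong numbers were not always called active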
# human PMI inhibition: MPI enzyme activity inhibition – biochemical, fluorescence intensity, coupled assay, primary screen (AID 1209) | purified PMI enzyme, coupled fluorescence intensity; higher % means a stronger effect | inhibition, % at 20 µM; hits with a dose series show IC50 in µM | 0.42% of 190,000 active;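 also: plate controls were DMSO vehicle for no effect and wells lacking substrate for full effect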
# K1F lysis inhibition: protection from phage-mediated lysis, alamar blue read-out – E. coli UTI89, K1F phage, bacterial capsule biogenesis inhibitors (AID 488966) | 0.02% of 340,000 active | inhibition, % at 100 µM, or IC50 in µM where a hit was titrated | E. coli UTI89 K1F phage lysis, alamar blue, 2 h; higher % means a stronger effect;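 active = phage lysis inhibition, versus mean bacterial control, above a set limit; inconclusive = no clear call, values can overlap the other calls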;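 also: capsule biogenesis inhibitors block K1F phage lysis so surviving cells raise fluorescence; higher fluorescence means more inhibition of phage lysis; actives were called in the ten point dose series up to 300 µM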
# T cell HTS: modulates CD8 T cell binding to vesicles; 2C CD8+ T cell-vesicle binding, flow cytometry; active compounds read low; calls only at 7 µM; 0.068% of 330,000 active; AID 2052;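 active = response, share of CD8 T cells binding vesicles, and their 90th percentile fluorescence all below set limits, cut at about 80% in these data, passing the limit was not always enough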
#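 Test system: purified 2C TCR transgenic mouse naive CD8+ T cells. Probe or stimulus: QL9-peptide-loaded Drosophila micro-vesicles bearing Ld, ICAM-1 and B7-1. Incubation: binding step 1.5 h, 37 °C, antibody labelling 20 min, ice. Measured by: flow cytometry of vesicle-bound cells.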
# West Nile virus CPE: inhibition of WNV-induced cytopathic effect – cell-based, CPE readout (AID 1621); West Nile virus-infected cells, CPE inhibition; higher % means a stronger effect; CPE inhibition, % at 10 µM; hits with a dose series show IC50 in µM; 0.02% of 290,000 active; in the data active = a potency from the dose series; inconclusive = CPE inhibition mostly from about 3.7% at the one dose, without a potency; inactive = the rest, 99 in 100 with CPE inhibition below about 2.2%; also: strong numbers were not always called active
# T cell HTS vesicle-bound %: second read-out of T cell HTS, no call of its own (marks repeat the call); double positive events, %; measured here: CD8+ vesicle-bound cell fraction;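 binding gate set so that unloaded-vesicle control wells show 10% double positive cells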
# * = called active by the depositor; i = inactive; u = inconclusive; x = not tested or not shown; [ ] = remark or other dose. Rule as the data show it, unless noted: active = inhibition above about 50%; inactive = the rest.
SMILES,P. falciparum M17LAP,RSV antiviral HEp-2,human PMI inhibitors,TNAP activators,M1AAP inhibition,human PMI inhibition,K1F lysis inhibition,T cell HTS,T cell HTS vesicle-bound %,West Nile virus CPE
CCOC(=O)N1CCC(NC(=O)C2CCN(C(=O)N3CC(C)Oc4ccc(C)cc43)CC2)CC1 (stereo not drawn),-13%,0.9%,12%,1.1,13%,13%,1.1%,i,32,0.1%
CC(=O)OC1CCC(OC(C)=O)c2c1n([O-])c(C)c(C)[n+]2=O (stereo not drawn),-8%,3.0%,2%,1.1,-2%,-8%,0.1%,i,37,1.4%
CC(C#N)(Nc1ccc(Cl)cc1)c1cccnc1 (stereo not drawn),-16%,3.0%,-4%,1.2,0%,-2%,1.7%[50 µM],i,41,-0.1%
CCc1cccc(C)c1NC(=S)NCc1cccn1C,-12%,1.3%,-27%,1.2,-10%,-12%,6.4%,i,40,0.2%
CC(C)c1ccc(NC2CCCN(C(=O)CCN3CCCO3)C2)cc1 (stereo not drawn),x,-0.7%,x,x,x,x,1.4%[50 µM],i,73,-0.7%
CCN(CC)CCCNC(=O)c1cn(CC)c2cc(N3CCN(C(=O)c4ccco4)CC3)c(F)cc2c1=O,x,-0.8%,x,x,x,x,2.8%,i,12,-0.1%
O=C(/C=C/c1nc2ccccc2s1)N1CCCCCC1,14%,2.9%,-4%,1.1,7%,-9%,2.5%,i,34,-0.3%
Cc1ccc(C(=O)Nc2nc3ccc(S(C)(=O)=O)cc3s2)s1,22%,0.8%,-8%,1.1,3%,4%,0.2%,i,41,u
CCCCC(=O)Oc1ccccc1C1SCc2cc(C)c(C)cc2CS1,6%,3.5%,6%,1.1,4%,5%,-0.1%,i,44,1.2%
CCOc1ccc(C2NC(=O)Cc3cc(OC)c(OC)cc32)cc1 (stereo not drawn),x,2.4%,x,x,x,x,1.7%,i,6,-0.6%
COc1ccc(OC)c(N2CC(O)(c3cccs3)[N+]3=C2SCCC3)c1 (stereo not drawn),6%,0.8%,-8%,1.1,8%,-2%,0.3%,i,34,-1.0%
CCOc1cc(CNCc2cccnc2)cc(Br)c1OCC(N)=O,x,-0.4%,x,x,x,x,0.0%,i,63,-0.2%
COc1ccccc1/C=C/C(=O)NC1CC2CCC1C2 (stereo not drawn),x,-0.6%,x,x,x,x,3.3%,i,32,0.7%
N=C(N)SCc1ccccn1,0%,0.8%,-45%,0.5,2%,-33%,1.4%[50 µM],i,6,-0.1%
Cc1ccc(S(=O)(=O)c2c(COC(=O)c3ccc(Cl)cc3)c(-c3ccccc3)nn2C)cc1,1%,1.4%,6%,1.1,2%,0%,1.7%,i,54,0.5%
COc1ccc(S(=O)(=O)N(C)CC(=O)NCC2CCCO2)cc1OC (stereo not drawn),x,0.4%,x,x,x,x,0.6%,i,18,0.5%
CC(=O)Nc1cccc(C(=O)/C=C/c2ccc(/C=C/C(=O)c3cccc(NC(C)=O)c3)cc2)c1,0%,-1.7%,2%,1,4%,10%,x,i,6,-1.6%
Cc1nc2ccccc2c(=O)n1NC(=O)c1ccccc1Br,x,1.1%,x,x,x,x,-0.7%[50 µM],i,26,-0.6%
Cc1ccc(CSCCNC(=O)CN(c2cccc([N+](=O)[O-])c2)S(C)(=O)=O)cc1,-2%,-0.4%,14%,1,6%,12%,-0.4%,i,55,-1.0%
O=C(COC(=O)CCCc1nc2ccccc2s1)NC(=O)NCc1ccco1,4%,1.2%,13%,1,10%,16%,0.1%,i,46,-0.1%
CN(CCc1ccccn1)C(=O)CCC1CCCN(C(=O)c2ccc3c(c2)OCCO3)C1 (stereo not drawn),2%,-0.6%,-1%,1,-1%,-8%,0.2%,i,37,-0.7%
CCC(=O)C1CCCN(C(=O)CCc2nnc(-c3ccc4c(c3)OCO4)o2)C1 (stereo not drawn),x,1.2%,x,x,x,x,0.6%,i,3,0.8%
CC(=O)[C@@H]1[C@@H](C)N(Cc2ccccc2)C(=O)N[C@H]1c1cccc(C(F)(F)F)c1,9%,-1.2%,x,x,1%,x,0.1%,i,20,-1.1%
Cc1cccc(NC(=S)N(CCN(C)C)Cc2cc3cc(C)ccc3[nH]c2=O)c1,18%,-3.1%,10%,1,15%,6%,-0.1%,i,30,0.2%
C/C=C(\C)c1nnc(NC(=O)c2ccco2)s1,0%,2.2%,4%,1.1,0%,6%,0.6%,i,44,0.6%
C/C(N)=C(/C#N)C(=O)COC(=O)[C@@H](NC(=O)c1ccccc1Cl)C(C)C,2%,4.8%,0%,2.2,4%,-6%,0.1%,i,8,-0.1%
Cc1ccc(-c2cc(NC(=O)CSc3n[nH]c(N)n3)n(-c3ccccc3)n2)cc1,-2%,5.5%,-5%,1.2,3%,-4%,0.1%,i,7,0.4%
Cc1ccc(S(=O)(=O)Nc2ccc(S(=O)(=O)Nc3ncccn3)cc2)cc1,3%,2.8%,-2%,1,0%,-4%,-0.2%,i,59,-0.4%
CCC(CC)C(=O)Nc1nnc(S(=O)(=O)N(CC)c2ccc(OC)cc2)s1,x,15%,x,x,x,x,0.2%[50 µM],i,29,-0.4%
COc1cc(C2NC(=O)NC(c3ccccc3)=C2C(C)=O)c(Cl)cc1OCC(=O)O (stereo not drawn),6%,0.7%,-15%,1,2%,-22%,-0.6%,i,56,0.6%
CC(=O)c1c(C)nc(C)nc1NC(=O)Cc1ccccc1,-5%,1.1%,-6%,1.1,7%,-7%,0.0%,i,53,0.4%
CN1C(=O)S/C(=C/c2cccnc2)C1=O,20%,-0.3%,4%,1.1,-1%,5%,-5.7%,i,22,0.0%
O=C1c2oc3ccc(Cl)cc3c(=O)c2C(c2ccccn2)N1CCCN1CCOCC1 (stereo not drawn),x,1.8%,16%,1,x,16%,x,i,21,0.4%
COc1cc(CNC(C)c2ccccc2)cc(Cl)c1OCC(=O)Nc1ccccc1 (stereo not drawn),-4%,-0.2%,5%,1.1,0%,2%,3.0%,i,7,-2.1%
CC(C)CCN(CC(=O)NCc1ccc(F)cc1)S(=O)(=O)c1ccccc1F,x,1.3%,x,x,x,x,0.1%,i,17,-1.5%
O=C1CCCN1CCNC(=S)Nc1ccccc1,8%,1.4%,-10%,1.1,2%,-7%,2.4%,i,30,-0.5%
Cc1oc(CSCCSCc2cc(C(=O)O)c(C)o2)cc1C(=O)O,x,0.3%,x,x,x,x,0.0%,i,60,-0.3%
Cc1cc(N2CCOCC2)ccc1/C=C1\NC(=O)N(CC(=O)Nc2ccccc2C)C1=O,5%,0.5%,11%,1,6%,12%,0.0%,i,36,x
CCn1c(SCc2ccc(C#N)cc2)nnc1-c1ccc(S(=O)(=O)N2CCCCC2)cc1,16%,11%,2%,1,u,10%,0.4%,i,28,-0.8%
CCNC(=O)C1CN(S(=O)(=O)c2ccccc2)CCN1S(=O)(=O)c1ccccc1 (stereo not drawn),-6%,-2.7%,14%,1.1,-2%,2%,4.8%,i,12,-0.2%
COc1ccc(C2=NN(C(=O)c3ccco3)C(c3cc4ccccc4nc3Cl)C2)cc1 (stereo not drawn),10%,1.8%,x,x,1%,x,x,i,23,-0.2%
O=c1[nH]c(SCCOc2cccc3ccccc23)nc2ccccc12,4%,4.3%,-1%,1,-1%,-7%,-0.1%,i,34,-0.2%
Cn1c(=O)c2c(ncn2CC(=O)Nc2ccccc2)n(C)c1=O,0%,-1.6%,-2%,1.1,-2%,-1%,0.1%,i,49,-0.2%
CCC(Oc1ccccc1F)C(=O)NCCCn1ccnc1 (stereo not drawn),x,0.2%,x,x,x,x,-0.1%,i,15,-0.8%
O=C(CCc1ccccc1)NCC(=O)N/N=C/c1ccc(O)cc1O,1%,-1.1%,x,x,u,x,0.1%,i,48,0.5%
O=C(CSc1nncc2ccccc12)Nc1cccc(O)c1,x,-1.0%,x,x,x,x,0.3%,i,21,0.6%
O=C(Nc1cccc(NC(=O)c2ccc(F)cc2)c1)c1ccc(F)cc1,x,0.8%,x,x,x,x,-0.3%,i,40,0.3%
CN(C)S(=O)(=O)c1cccc(NC(=O)COC(=O)C2(c3ccccc3F)CCCC2)c1,-13%,13%,6%,1.1,4%,20%,0.0%,i,43,-1.9%
COc1ccc(OC)c(S(=O)(=O)N2CCNCC2)c1,4%,-1.5%,x,x,-5%,x,0.2%,i,44,0.1%
Cc1ccc(S(=O)(=O)N2CCC(=O)N(C(CO)Cc3ccccc3)CC2)cc1 (stereo not drawn),5%,-0.6%,-3%,1.1,7%,-5%,2.4%,x,x,-0.6%
O=C(NCCc1nc2ccccc2[nH]1)Nc1ccccc1,16%,0.5%,5%,1.1,-5%,-2%,-1.7%,i,48,-0.2%
CN(C)S(=O)(=O)N1CCC(CCCC2CCN(S(=O)(=O)N(C)C)CC2)CC1,5%,-0.8%,-5%,1.1,-4%,-3%,5.3%,x,x,-1.0%
CCOC(=O)CSc1nc2ccccc2c(=O)n1CC,-4%,4.1%,3%,1.1,5%,8%,-0.4%,i,38,-0.6%
CCN1C(c2ccccc2)=C(c2ccccc2)S/C1=C\C=C1/SC(=S)N(C)C1=O,x,-1.1%,x,x,x,x,0.2%,i,14,-0.4%
CN(C)S(=O)(=O)N1CCC(Oc2cccc(C(=O)N3CCCCCCC3)c2)CC1,x,8.2%,x,x,x,x,-1.2%[50 µM],i,6,-1.6%
O=C(C1CCCCN1S(=O)(=O)c1ccccc1)N1CCN(C(c2ccccc2)c2ccccc2)CC1 (stereo not drawn),8%,6.8%,10%,1.1,-1%,18%,3.9%,x,x,-1.4%

# Compound profiles, as listed above. Order of values: P. falciparum M17LAP, RSV antiviral HEp-2, human PMI inhibitors, TNAP activators, M1AAP inhibition, human PMI inhibition, K1F lysis inhibition, T cell HTS, T cell HTS vesicle-bound %, West Nile virus CPE
# Record of CN(C)S(=O)(=O)N1CCC(CCCC2CCN(S(=O)(=O)N(C)C)CC2)CC1 = 5%, -0.8%, -5%, 1.1, -4%, -3%, 5.3%, x, x, -1.0%
# Record of CCN1C(c2ccccc2)=C(c2ccccc2)S/C1=C\C=C1/SC(=S)N(C)C1=O = x, -1.1%, x, x, x, x, 0.2%, i, 14, -0.4%
# Record of CCOC(=O)CSc1nc2ccccc2c(=O)n1CC = -4%, 4.1%, 3%, 1.1, 5%, 8%, -0.4%, i, 38, -0.6%
